From PubChem
KLF5 inhibitor – suppresses KLF5 promoter-driven expression | DLD-1 KLF5 promoter-luciferase reporter, luminescence | inhibition, % at 5 µM | 290,000 tested, 0.23% active | AID 1700;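 active means inhibition above a per-plate limit of that plate's mean compound inhibition plus 3 SD, cut at about 60% in these data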;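 further: 0% = DMSO wells and 100% = LY294002 at 200 µM; higher means less KLF5 promoter-driven luciferase light; inactives centre near -14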
IEC-6 cytotox – counter-screen for KLF5 inhibitors: cytotoxicity in IEC-6 cells; AID 1825; inhibition, % at 5 µM; 290,000 tested, 0.78% active; IEC-6 cytotoxicity, luminescence viability; in the data active means inhibition above about 22%;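 further: 0% = plate median of test compound wells and 100% = cytotoxic reference compound wells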
HIF act – HIF pathway transcriptional activation | 300,000 tested, 0.32% active | AID 1910 | U2OS HRE-luciferase reporter, luminescence; normalized: DMSO 0%, desferrioxamine 100% | activation, % at 7.5 µM (by protocol);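 active means mean activation of at least 10% of the iron chelator positive control signal, with at least half of replicates also reaching 10%; inconclusive means mean and replicate majority disagree about reaching 10%; inactive means mean and most replicates under 10%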
aSyn UTR inh – MLPCN primary screen, SNCA 5' untranslated region | alpha-synuclein 5'UTR reporter, inhibitor activity | inhibition, % (tested at 7.5 µM) | 300,000 tested, 0.82% active | AID 1813; in the data active means inhibition above about 60%; inconclusive means no clear call, values can overlap the other calls;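 further: H4 neuroglioblastoma cells stably carrying SNCA 5'UTR luciferase fusion; 0% = DMSO wells and 100% = positive control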
HSF-1 act – increases HSF-1 driven luciferase reporter signal | 300,000 tested, 1.7% active | activation, % at 9 µM | NIH3T3-HGL HSF-1 luciferase reporter, MG132, 8 h; 100% = twice DMSO control signal;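 active means mean replicate activation of at least 50% with a set share of replicates each reaching 50%; inconclusive means only one of those two conditions met; inactive means mean below 50% and too few replicates reaching it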;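 further: 0% = median of the neutral control wells and 100% = twice that signal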
Platelet DG rel – modulates dense granule release in human platelets; human platelet-rich plasma, SFLLRN dense granule ATP release, luminescence; inhibition, %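 (compounds screened at 7.5 µM in platelet-rich plasma)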; 300,000 tested, 0.22% active;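 active means mean replicate score, as percent of positive control, at or above 50; inconclusive means mean below 50 but at least one replicate at or above 50; inactive means mean and every replicate below 50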
HSF1 inh – HSF1 inhibition | 300,000 tested, 0.77% active | AID 2098 | NIH3T3-HGL HSE-luciferase, MG132-induced, luminescence 8 h; active compounds read low | activity change, negative = inhibition, % at 7.5 µM (by protocol);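 active means more than half of replicate wells show activity change below -50%, luminescence cut by over half; inconclusive means some wells, but at most half, below -50%; inactive means no replicate well below -50%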;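 further: luciferase reports HSF-1 transcriptional activity via heat shock element; 0% = median of DMSO wells and -100% = zero luminescence signal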
AI-2 QS mod – Vibrio harveyi AI-2 quorum sensing modulation; Vibrio harveyi JMH597 AI-2 luminescence/OD600 ratio, 9 h; active compounds read low; strain lacks LuxN and CqsS sensors; 0 = neutral-control median; AID 2094; activity change, % at 7.5 µM; 300,000 tested, 0.4% active; in the data active means activity change below about -75%, passing the limit was not always enough; inconclusive means no clear call, values can overlap the other calls;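 further: luminescence divided by OD600 gain over 9 h not by final OD600 alone; inactives centre near 13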
SKKanGAS inh – blocks kanamycin growth of S. pyogenes SKKanGAS strain. 300,000 tested, 1.3% active. BacTiter-Glo, 6 h. inhibition, % at 7.5 µM;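 active means mean replicate score, as percent of positive control median, at least 50; inconclusive means mean below 50 but one replicate at or above 50; inactive means mean and every replicate below 50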;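 further: strain carries kanamycin resistance gene driven by streptokinase promoter and grows in 40 µg/ml kanamycin; loss of luminescence reflects streptokinase promoter inhibition or plain growth inhibition; 0% = median of DMSO wells and 100% = positive control at its reference dose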
HSP90 refold inh – blocks HSP90-mediated luciferase refolding in reticulocyte lysate | Rabbit reticulocyte lysate, luciferase refolding luminescence, 3 h | inhibition, % at 5.6 µM | 290,000 tested, 0.91% active | AID 1789;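 active means inhibition above the screen-wide mean plus 3 SD, computed separately per campaign, cut at about 16% in these data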;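 further: 0% = DMSO wells and 100% = 60 µM geldanamycin wells; inhibitors lower the luminescence because luciferase stays unfolded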
* marks the source's active call; other numbers are inactive results; ? = inconclusive; · = not tested or not shown.

SMILES | KLF5 inhibitor | IEC-6 cytotox | HIF act | aSyn UTR inh | HSF-1 act | Platelet DG rel | HSF1 inh | AI-2 QS mod | SKKanGAS inh | HSP90 refold inh
Cc1noc(NS(=O)(=O)c2ccc(NC(=O)C34CC5CC(C3)CC(n3cnc(Br)n3)(C5)C4)cc2)c1C | 4 | 1 | -0.2 | -4 | 1 | 3 | 0 | 18 | 21 | -7
Cc1cc(C)n(-c2nnc(C)n2NS(C)(=O)=O)n1 | -15 | -2 | -12 | 11 | 10 | -6 | -1 | 33 | 2 | 0
Cn1c2ccccc2c2cc(C(=O)O)ccc21 | -19 | 0 | -0.4 | -9 | 1 | 5 | -4 | 32 | -15 | -1
CCNC(=S)N1C2CCC1CC(NC(=O)NC1CCCCC1)C2 (stereo unspecified) | 4 | -2 | -0.2 | 24 | · | -2 | · | 16 | -9 | 1
CCC(O)c1cc2c(cc1NC(=O)c1ccc(C)cc1)OCCO2 (stereo unspecified) | 12 | 1 | 1.6 | -16 | 14 | 7 | 7 | 4 | -4 | 3
Cc1c(NC(=O)C(C)OC(=O)c2c3c(nc4ccccc24)CCC(C)C3)c(=O)n(-c2ccccc2)n1C (stereo unspecified) | · | · | 0.0 | -13 | -6 | 0 | -2 | 5 | -1 | ·
O=Cc1ccc(O)c2ncccc12 | 82* | 100* | 0.2 | 63* | -55 | -4 | ? | 13 | 33 | 6
O=C(COC(=O)c1ccc(O)cc1)NCC1CCCO1 (stereo unspecified) | 1 | -2 | -0.1 | -19 | · | 0 | · | 19 | -4 | -2
C=CCn1c(N)nc2ccccc21 | -13 | -4 | -0.4 | -4 | 8 | 0 | -3 | 44 | 3 | -2
CCOC(=O)C1=C(C)N(C)C(=S)NC1c1c(OCC)ccc2ccccc12 (stereo unspecified) | 9 | 2 | -0.9 | 1 | 8 | 6 | 3 | · | 4 | 1
Cc1cccc(C)c1NC(=O)CNC(=O)CCC(=O)c1cccs1 | 2 | 4 | -0.4 | -15 | 13 | -11 | 2 | -2 | -7 | -1
CC1CCN(C(=O)CSc2nnc(-c3cc4ccccc4cc3O)n2Cc2ccco2)CC1 | 3 | -4 | -0.9 | 35 | -23 | -3 | 0 | 10 | -5 | 1
COc1ccc(NC(=O)CN(C)C(=O)CC2CCCCC2)cc1 | · | · | 0.0 | 0 | 0 | 1 | -6 | 22 | 10 | ·
CCn1c(NCc2cc(OC)c(OC)c(OC)c2)nc2ccccc21 | -29 | -4 | -0.2 | 26 | 2 | -3 | 8 | 24 | -6 | -3
Cc1ccccc1NC(NC(=O)c1cccnc1)C(Cl)(Cl)Cl (stereo unspecified) | 3 | -2 | -0.3 | 3 | 8 | 2 | -15 | 41 | 4 | -4
Nc1cc(=O)[nH]c(=O)n1Cc1ccccc1 | 12 | -4 | 1.3 | 24 | -12 | -5 | -5 | 9 | -2 | -1
CNC[C@H](NC[C@@H](NCCCc1ccccc1)c1ccccc1)[C@H](C)O | -16 | -2 | -0.4 | -8 | 2 | 3 | 4 | 11 | -2 | -2
Cc1ccc(/C=N/Nc2nc3ccccc3s2)o1 | -40 | 16 | 0.0 | -24 | 9 | -3 | 6 | 45 | -6 | 4
O=C(N/N=C/c1ccc([N+](=O)[O-])o1)c1cc(-c2ccc(-c3ccccc3)cc2)nc2ccccc12 | 32 | 36* | -0.1 | 76* | -28 | 7 | -5 | 26 | 74* | 12
Cc1ccc(S(=O)(=O)NNC(=O)CCC(=O)Nc2ccccc2Cl)cc1 | -12 | 9 | · | · | · | · | · | 13 | · | 1
CCN(Cc1ccccc1)C(=O)c1cc(S(=O)(=O)N2CCOCC2)cn1C | 4 | -9 | 0.1 | 0 | -2 | -43 | 2 | -4 | 3 | -1
Cn1ccnc1SCC(=O)Nc1cccc(S(=O)(=O)N2CCCCC2)c1 | -15 | 1 | -0.9 | -8 | -6 | 0 | -1 | 6 | 5 | 3
O=[N+]([O-])c1cccc(/C=N/NC2=NS(=O)(=O)c3ccccc32)c1 | -19 | -2 | -0.1 | 7 | 12 | 4 | 11 | 17 | -2 | -1
Cc1ccc(C(C)C)c(OCc2ccc(C(=O)N/N=C/c3ccc(O)c(O)c3)cc2)c1 | -28 | 8 | -3.6 | 31 | -29 | -6 | -22 | 49 | 31 | 8
COc1ccc(NC(=O)C2CCCN(c3nccc(C)n3)C2)cc1 (stereo unspecified) | 11 | -8 | 0.6 | -11 | 1 | -1 | 3 | 30 | -4 | 1
Cc1cc2ncn(C3CC(=O)N(Cc4ccccc4)C3=O)c2cc1C (stereo unspecified) | -16 | -2 | 0.6 | 14 | 21 | 6 | 9 | 6 | -4 | 1
Cc1nc(C(=O)Nc2cc(F)cc(Cl)c2)sc1C1(C)CC(c2ccccc2)=NO1 (stereo unspecified) | · | · | 1.1 | 19 | 3 | -3 | -4 | 26 | 9 | ·
S=c1nc(-c2csc3c2CCCC3)[nH][nH]1 | -11 | 0 | -0.1 | 6 | 3 | -9 | -3 | 30 | 21 | -2
CCCCN(C(=O)CSCc1ccc(C)cc1)c1c(N)n(CCC)c(=O)[nH]c1=O | -29 | -2 | -0.2 | 13 | -1 | 18 | -1 | 27 | 2 | -1
COc1cc(C2N(c3cccc(Cl)c3)C(=O)C3CCCN32)cc(OC)c1OC (stereo unspecified) | -8 | 3 | -0.1 | 2 | 11 | 3 | 2 | 33 | -5 | -1
CCCCCCC(=O)N(O)C1CC(=O)N(c2ccc(Br)cc2)C1=O (stereo unspecified) | 2 | -7 | 1.1 | 0 | 45 | -9 | 9 | 12 | -14 | -2
CCOC(=O)N1CCC(=NNc2ccc(S(N)(=O)=O)cc2[N+](=O)[O-])CC1 | 5 | -7 | -1.1 | 14 | -3 | 14 | 5 | 21 | -1 | 2
Cc1ccccc1C(=O)NC1CCN(Cc2ccccc2)CC1 | -45 | -4 | 1.0 | 9 | 7 | 3 | -3 | 4 | 5 | 0
CCCCNC(=O)CSc1nnc(Cc2ccc(Cl)c(Cl)c2)c(=O)[nH]1 | -8 | 0 | 0.0 | 4 | 34 | -2 | 4 | 3 | 20 | -1
CCCn1c(N)c(C(c2ccc(C(=O)OC)cc2)N2CCN(c3ccccc3)CC2)c(=O)[nH]c1=O (stereo unspecified) | 8 | 1 | -0.1 | -3 | -1 | -1 | 1 | 30 | 2 | 2
COc1ccc(NS(=O)(=O)c2ccc(F)cc2F)cn1 | -8 | -1 | -12 | 12 | 1 | 4 | 0 | 15 | -3 | 3
N#Cc1ccsc1NC(=O)CN1CCN(Cc2ccccc2)CC1 | 7 | 1 | -0.1 | 3 | 9 | 1 | 4 | 34 | 1 | -3
CC(=O)N1CCN(C(=O)c2ccc(NS(=O)(=O)c3cc(C)ccc3C)cc2)CC1 | · | · | -0.6 | 4 | -2 | 6 | -1 | 13 | -3 | ·
COC(=O)c1cnn(-c2ccc(C)c(C)c2)c1-n1cccc1 | 16 | 2 | 0.5 | -18 | -19 | 7 | -2 | 8 | -2 | 4
CCOC(=O)C1CCCN(S(=O)(=O)CCNC(=O)c2ccc(F)cc2)C1 (stereo unspecified) | · | · | -0.2 | 12 | 3 | 19 | 2 | 15 | -5 | ·
CCCC(=O)N(Cc1cc(=O)[nH]c2ccccc12)c1ccccc1 | -27 | -5 | -45 | 22 | 15 | -9 | 10 | 17 | -3 | 0
CC(C)N1CCc2c(sc(NC(=O)c3ccc(S(=O)(=O)N4CCCCC4C)cc3)c2C(N)=O)C1 (stereo unspecified) | -24 | 6 | -0.2 | 20 | -10 | 6 | 0 | 21 | 2 | -3
COc1ccc(OCc2nc3c4cc(OC)c(OC)cc4nc(=S)n3[nH]2)cc1 | -17 | -6 | 0.6 | 7 | 5 | -9 | -2 | 11 | 38 | 1
Cc1ccc(-n2nnnc2-c2cnn(-c3cccc(F)c3)c2C(F)(F)F)cc1 | -17 | -4 | 0.1 | 21 | 12 | -5 | 8 | 1 | -4 | -2
Cc1ccc(C(=O)c2coc3ccc(OCC(=O)O)cc23)cc1 | -137 | 0 | 0.7 | -28 | -11 | · | -8 | 17 | 19 | 1
Cc1ccc(NC(=O)OCCN2CCN(S(=O)(=O)c3ccc(C)cc3)CCC2=O)cc1 | -8 | -1 | 0.7 | 3 | -3 | 13 | 4 | 11 | -6 | -3
O=S1(=O)C[C@H]2NC(=S)N(c3ccccc3)[C@H]2C1 | -24 | -2 | 0.0 | 7 | 5 | -1 | -4 | 12 | -2 | -1
O=C(CNC(=O)c1ccc(Br)o1)Nc1cccc(S(=O)(=O)N2CCCC2)c1 | · | · | 0.4 | -11 | -17 | -11 | -9 | · | -10 | ·
Cc1cn(C2OC(COC(=O)c3ccccc3)C(O)C2Cl)c(=O)[nH]c1=O (stereo unspecified) | -16 | -2 | -0.1 | -20 | -1 | 1 | -4 | 18 | 12 | -3
COc1ccc(CNc2nc3ccccc3n2C(C)C)c(O)c1 | -19 | -2 | 0.6 | -22 | -9 | 0 | 7 | 20 | 2 | 0
Carrying on.
SMILES | KLF5 inhibitor | IEC-6 cytotox | HIF act | aSyn UTR inh | HSF-1 act | Platelet DG rel | HSF1 inh | AI-2 QS mod | SKKanGAS inh | HSP90 refold inh
O=C(O)CC(NC(=O)/C(=C/c1ccccc1)NC(=O)c1ccccc1)c1ccccc1 (stereo unspecified) | -44 | 2 | 0.5 | -30 | 3 | -12 | 0 | 26 | -3 | -4
COc1cc(Cl)c(C)cc1NC(=O)CSc1nnc(-c2ccccn2)n1Cc1ccco1 | -8 | -4 | -0.7 | 18 | 7 | 2 | 6 | 19 | 4 | 0
Cc1c(NC(=O)CCC2CCCCC2)c(=O)n(-c2ccccc2)n1C | -16 | 4 | · | 32 | 34 | -1 | 7 | 28 | -5 | 3
O=C(CSc1nnc(-c2ccncc2)n1-c1ccccc1Cl)Nc1ccc(C(=O)O)cc1 | -1 | 4 | -0.4 | -15 | -4 | 9 | 2 | 2 | 3 | 0
O=C(O)CCCSc1nccn1-c1ccccc1 | 0 | 5 | -0.2 | 3 | -21 | 6 | -7 | 0 | 1 | 2
COc1cccc(Nc2nc(-c3sc(NC(=O)CC(C)C)nc3C)cs2)c1 | 13 | 0 | -0.5 | 15 | 8 | 4 | 7 | 38 | 15 | 4
CC(C)CCn1c(O)c(N=NC(=O)Cn2ccc(C(F)(F)F)n2)c2ccccc21 | -20 | -1 | -0.4 | 19 | -1 | -7 | 9 | 22 | -7 | -3
O=C(NCCc1ccccc1)C1CCCN1C(=O)Nc1ccc(F)cc1 (stereo unspecified) | -9 | -5 | -0.6 | -15 | 5 | -2 | -4 | -4 | 1 | 0
N#Cc1ccccc1NC(=O)CN(Cc1ccccc1)Cc1ccccc1 | -8 | 2 | -0.1 | 14 | 12 | 6 | 11 | 23 | 10 | 5
CCCC(=O)N(CCN1CCOCC1)c1nc2c(F)cc(F)cc2s1 | -87 | 0 | 2.0 | -86 | 19 | 1 | 15 | 18 | 0 | -5
COc1ccc(OC)c(/C=N/NC(=O)c2cc[n+](CC(=O)c3ccccc3)cc2)c1 | -50 | 4 | -0.5 | -25 | -3 | -2 | 0 | 24 | -8 | 2
O=C(Nc1ccc(CN2CCOCC2)cc1)c1cccs1 | -83 | -1 | 2.6 | -145 | 19 | 3 | 5 | 1 | 1 | 5
